High-throughput results: PubChem BioAssay, National Center for Advancing Translational Sciences (NCATS)
ELG1 repair inh: qHTS screen for small molecules that inhibit ELG1-dependent DNA repair in human embryonic kidney (HEK293T) cells expressing luciferase-tagged ELG1 | Potency, µM (series often up to 46.1 µM), for the others: at the top dose activity change, negative = inhibition, most hits filed as inhibitors | AID 504467, 2011 | HEK293T ELG1-luciferase reporter, luminescence, 16 h; DNA damage induced by 5-fluorouridine | 2.3% of 330,000 active; further: potency means the concentration at half of the fitted maximal effect; on the % scale 0 is the no-effect control and ±100 the full control effect; nearly all actives have a fitted effect of over 55% in size
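In this reporter screen, reduction of luminescence relative to DMSO vehicle indicated activity. Compounds and 5-fluorouridine were added together to 2,000 cells per well, incubated for 16 hr at 37 °C, then developed with ONE-Glo.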
USP2a inh: qHTS Assay for Inhibitors of Ubiquitin-specific Protease USP2a Using CHOP2 as the Reporter; Ubiquitin carboxyl-terminal hydrolase 2 (Homo sapiens), O75604; USP2 core, Ub-CHOP2 coupled fluorogenic reporter, 485/531; Potency, µM (top dose mostly 38.3 µM), inactives show at the highest dose activity change, negative = inhibition, hits mostly inhibitors; 0.01% of 330,000 active;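 further: potency means the concentration at half of the fitted maximal effect; plate controls were DMSO wells for no effect and full inhibition by NEM control for full effect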
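Deubiquitinase activity read as fluorescence (485/531 nm) after Ub-CHOP2 cleavage activates the enterokinase reporter on its substrate; USP2 core 10nM, Ub-CHOP2 and substrate 25nM each, 30min compound preincubation then 60min RT; data normalized to NEM, curves fitted.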
KCNH2 3.1 block: qHTS for Inhibitors of KCHN2 3.1: Mutant qHTS; Potassium voltage-gated channel subfamily H member 2, brain isoform KCNH2 3.1 (human); AID 720553, 2013; U2OS KCNH2 3.1, thallium flux FluxOr; active compounds read low; 0.95% of 340,000 active; activity change, % (tested at about 1.8 µM);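 active means maximum activity change below -70%; inconclusive means maximum activity change from -70% to -50%; inactive means maximum activity change above -50%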;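 further: thallium influx rate constant from kinetic fluorescence after stimulation buffer; on the % scale 0 is the no-effect control and ±100 the full control effect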
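U2OS cells transduced with KCNH2 3.1 mutant virus (1.77 x 10^8 /mL, 4 h), plated overnight at 37 C, loaded 45 min with FluxOr dye plus Red40 quencher. Thallium flux rate constant from kinetic reads after stimulation buffer, normalised to controls.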
A-T KAP1 phos: qHTS Assay for Identifying a Potential Treatment of Ataxia-Telangiectasia | […] A-T fibroblasts, KAP-1 phosphorylation AlphaLISA; neocarzinostatin DNA damage 30 min before lysis | Potency, µM (series often up to 57.5 µM), inactives show top-dose activation, most hits filed as activators | 0.19% of 320,000 active | AID 485349, 2010; further: potency means the concentration at half of the fitted maximal effect; % of control where 0% means no effect; nearly all actives have a fitted effect of over 45% in size
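hTERT-immortalized A-T patient fibroblasts ([…]), 500 cells/well in OPTI-MEM, 1% FBS, got compounds for 60 min, then NCS for 30 min at 37C. Lysates were then assayed for phospho-KAP-1 by AlphaLISA (anti-pKAP1 donor, anti-KAP1 acceptor beads), 6 hr at 25C.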
Mito fusion act: qHTS Assay for Small Molecule Inhibitors of Mitochondrial Division or Activators of Mitochondrial Fusion. S. cerevisiae fusion-defective mutant growth rescue, CellTiterGlo 48 h. Potency, µM (doses to about 46.1 µM), without a hit: at the highest dose growth rescue (activation), actives largely listed as activators. 0.23% of 320,000 active. AID 485298, 2010;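 further: potency means the concentration at half of the fitted maximal effect; % of control where 0% means no effect; nearly all actives have a fitted effect of over 45% in size; temperature-sensitive fusion mutants such as fzo1-1 at 37 °C on non-fermentable ethanol glycerol medium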
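Growth-rescue viability read-out: after 48 h at the non-permissive 37C in glycerol/ethanol YPEG, yeast mitochondrial fusion mutants are measured by CellTiterGlo luminescence; compounds (23 nl pinned per well) restoring growth score as division inhibitors or fusion activators.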
Eya2 phos inh: qHTS Assay for Inhibitors of the Phosphatase Activity of Eya2; recombinant Eya2, OMFP fluorescence dephosphorylation (OMFP is methylfluorescein phosphate); 0.006% of 330,000 active; Protein phosphatase EYA2 (Homo sapiens), O00167; Potency, µM (doses to about 76.9 µM), without a hit: at the highest dose activity, negative = inhibition, actives largely listed as inhibitors; further: potency means the concentration at half of the fitted maximal effect; on the % scale 0 is the no-effect control and ±100 the full control effect
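Eya2 (0.2 uM) preincubated 10 min at ambient with compound, then OMFP substrate added at 50 uM; 10 min reaction in 50 mM HEPES pH 7.5, 50 mM NaCl, 5 uM MgCl2, 0.05% BSA, 1 mM DTT. Fluorescence read at Ex 485/Em 525 nm.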
TCR activator: Activators of T cell receptors: qHTS campaign; primary human leukocytes, anti-CD3, IL-2 HTRF, 48 h; Potency, µM (series often up to 9.22 µM), for inactives: at the highest dose activation of IL-2 secretion, hits mostly activators; 330,000 tested, under 10 active; AID 504894, 2011; further: % of control where 0% means no effect
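IL-2 release read by HTRF sandwich (Eu cryptate donor, d2 acceptor, 665 nm emission) after 48 hr exposure of primary human leukocytes to compound together with anti-CD3 beads in the absence of co-stimulatory signals.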
TRPV1 ag: HTS Assay for Compounds that Act as Agonists of the Vanilloid Receptor 1 | activation, % at 8.33 µM | 0.19% of 320,000 active | AID 540275, 2011 | TRPV1-expressing cells, Fluo-8 calcium influx, agonist mode; in the data active means activation above about 80%; inconclusive means between about 30% and that limit; further: 0% is about no effect
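TRPV1-expressing cells were cultured overnight at 35.5C and loaded with Fluo-8 calcium dye for 40 to 90 min at room temperature. After a 10 s baseline, compound was added and calcium influx was read kinetically for 3 min (ex 480/em 520 nm).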
hERG WT inh: qHTS for Inhibitors of KCHN2 3.1: Wildtype qHTS; Voltage-gated inwardly rectifying potassium channel KCNH2 (Homo sapiens), Q12809; U2OS, BacMam KCNH2, thallium flux FluxOr; active compounds read low; activity change, % at 1.84 µM; 0.37% of 340,000 active;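 active means maximum activity change below -70%; inconclusive means maximum activity change between -70% and -50%; inactive means maximum activity change above -50%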; further: on the % scale 0 is the no-effect control and ±100 the full control effect
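U2OS cells were transduced with wild-type KCNH2 virus (2.03 x 10^8 / mL) for 4 h at room temperature, then cultured overnight at 37 C. Thallium flux was read with FluxOr dye. Rate constants were normalized to DMSO controls.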
TSHR antag: Antagonists of the Thyroid Stimulating Hormone Receptor: HTS campaign; TSHR-expressing cells, TSH-stimulated cAMP HTRF, 2 h; active compounds read low; activity change, negative = inhibition, % at 11.5 µM; 0.2% of 330,000 active;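 active means activity change below a set negative limit, meaning inhibition stronger than a set level, cut at about -70% in these data; inconclusive means activity change between two set negative limits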; further: on the % scale 0 is the no-effect control and ±100 the full control effect
Target sequence (P16473 whole entry, looked up): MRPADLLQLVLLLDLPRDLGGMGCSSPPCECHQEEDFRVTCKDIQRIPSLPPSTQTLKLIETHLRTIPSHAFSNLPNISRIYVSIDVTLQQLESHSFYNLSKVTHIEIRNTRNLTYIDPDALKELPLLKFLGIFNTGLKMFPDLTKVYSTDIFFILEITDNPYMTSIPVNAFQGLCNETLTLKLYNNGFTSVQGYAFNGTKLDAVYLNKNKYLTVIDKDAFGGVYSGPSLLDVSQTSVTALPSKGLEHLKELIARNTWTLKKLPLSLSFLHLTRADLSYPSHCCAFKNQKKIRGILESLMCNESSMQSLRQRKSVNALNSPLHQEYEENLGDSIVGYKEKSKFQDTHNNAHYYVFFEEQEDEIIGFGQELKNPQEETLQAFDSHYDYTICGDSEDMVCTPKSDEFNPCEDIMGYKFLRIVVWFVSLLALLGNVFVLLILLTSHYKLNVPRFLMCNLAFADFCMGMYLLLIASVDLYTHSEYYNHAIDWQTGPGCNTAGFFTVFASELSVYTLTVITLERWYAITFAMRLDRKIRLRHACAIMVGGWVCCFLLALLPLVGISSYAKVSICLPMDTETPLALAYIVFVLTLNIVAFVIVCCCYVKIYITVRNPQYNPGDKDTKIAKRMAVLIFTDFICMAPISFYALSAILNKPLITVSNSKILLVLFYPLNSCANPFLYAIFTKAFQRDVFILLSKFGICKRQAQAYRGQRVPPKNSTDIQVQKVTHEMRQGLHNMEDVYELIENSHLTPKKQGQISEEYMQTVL
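TSHR-expressing cells were treated with compounds, then stimulated with TSH at EC80 (4nM final) for 2 hours at 37 deg C. Cellular cAMP was measured by HTRF competition between lysate cAMP and cAMP-d2 for a cryptate-labelled anti-cAMP antibody.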
The depositor's hits bear a star; ? = inconclusive; nt = no result given; [ ] = remark or other dose. Unless noted, the call rests on the fitted dose curve; in most records, active means well fitted curve in the direction sought with a large enough effect; inconclusive means small, poorly fitted or top-dose-only effect, or another doubt; inactive means no such curve, though single readings can be large; an effect the other way counts as inactive or inconclusive. Not all compounds are listed; count on the stated rates, not on these rows.

SMILES	ELG1 repair inh	USP2a inh	KCNH2 3.1 block	A-T KAP1 phos	Mito fusion act	Eya2 phos inh	TCR activator	TRPV1 ag	hERG WT inh	TSHR antag
CC(=O)c1cccc(NC(=O)C(C)OC(=O)c2cc(=O)[nH]c3ccccc23)c1 (configuration not stated)	-1%	?	3	-5%	0%	-10%	6%	-3	-3	4
CCn1c(SCC(=O)Nc2ccc3c(c2)n(C)c(=O)n3C)nnc1-c1ccncc1	-6%	-1%	nt	0%	-5%	-27%	2%	?	5	10
CCC(CC(C)(C)O)C(=O)NNC(=S)Nc1ccccc1 (configuration not stated)	-2%	0%	0	-5%[11.5 µM]	-5%	-2%	1%	1	-3	13
COC(=O)C1=C(CS(=O)(=O)c2cc(OC)ccc2OC)NC(=O)NC1c1ccc(O)c(OC)c1 (configuration not stated)	12%	2%	-6	-6%	-6%	3%	0%	-1	-6	8
CC(C)(C)C1CCC(OCC(O)CN2CCN(c3ccccn3)CC2)CC1 (configuration not stated)	-1%	-1%	9	4%	0%	4%	1%	1	54	3
N#C/C(=C1/CCCN1)c1ccccn1	-1%	7%	4	-2%	1%	1%	-5%	1	-3	-8
NCC/C=C1/c2ccccc2CSc2ccccc21	-21%	3%	-8	-7%	-4%	5%	-7%[46.1 µM]	0	-2	-11
N/C(=N\OC(=O)c1ccc(Br)cc1)c1cccc([N+](=O)[O-])c1	?	0%	-19	1%	1%	-5%	nt	?	3	-8
CCN(c1ccccc1)S(=O)(=O)c1ccc(OC)c(NC(=O)Cc2ccc(F)cc2)c1	-18%	-8%	-2	-3%	7%	-27%	3%	-3	22	-12
CCc1ccc(C(=O)c2ccccc2C(=O)O)s1	10%	-1%	4	1%	1%	-4%	-3%	-3	14	23
CC(OC(=O)CNC(=O)c1ccco1)C(=O)N(C)c1ccccc1 (configuration not stated)	14%	1%	6	-5%	7%	-7%	2%	-1	nt	4
Cc1cc(NC(=O)Cc2ccccc2)ccc1NC(=O)c1cccs1	3%	9%	10	-5%	-1%	1%	-9%	-1	2	-10
O=S(=O)(N/N=C1/CCCc2ccccc21)c1ccc(Br)cc1	7%	2%	-17	7%	-2%	-4%	-2%[46.1 µM]	2	2	-12
COc1ccc(OC)c(N=Cc2c(O)c3ccccc3oc2=O)c1	2%	-1%	-2	-1%	0%	-10%	nt	5	7	-3
CCCc1nc(SCC(=O)c2ccc(OC)cc2)c2ccccc2n1	?	5%	-10	30%	?	-5%	-3%	14	-2	-28
O=C(CC1SC(=O)N(Cc2ccccc2Cl)C1=O)Nc1nccs1 (configuration not stated)	-30%	-1%	-13	-7%	-2%	7%	6%	1	11	2
NC(=O)CC(NC(=O)c1ccc(Br)cc1)c1ccc(N2CCCCCCC2)c([N+](=O)[O-])c1 (configuration not stated)	-16%	4%	-7	1%	-4%	-3%	-5%	-1	1	-9
S=C1NC2=C(CCCC2)C2(CCCCC2)N1	2%	-1%	-5	-7%	-1%	1%	-4%[46.1 µM]	-2	0	-14
c1ccc2c(NC3=NCCCCS3)cccc2c1	-1%	0%	0	2%	-2%	12%	-7%[46.1 µM]	0	13	-2
Cc1c(C(=O)Nc2ccc(Nc3ccccc3)cc2)cccc1[N+](=O)[O-]	?	0%	34	8%	2%	-2%	0%	2	-14	-13
COc1cccc(-c2nn(C)c3sc(C(=O)NCc4ccco4)cc23)c1	?	5%	-2	2%	?	-3%	-6%	20	2	-1
COc1ccc(C[C@@H]2CN3C(=NC[C@@H]3Cc3ccc(O)cc3)N2C[C@H](C)NC(=O)CCC2CCCCC2)cc1	-25%	0%	13	-68%[inhibitor]	-12%	-3%	-132%	-2	-89*	8
O=[N+]([O-])c1ccc(N2CCOCC2)cn1	0%	3%	-9	2%	-4%	1%	2%	1	4	-9
CC(=O)N1N=C(c2cccc(NS(C)(=O)=O)c2)CC1c1ccc2c(c1)OCO2 (configuration not stated)	20%	-1%	-3	7%	0%	-13%	-3%	-3	1	?
CC(=O)Nc1sc(C)c(C)c1CN1CCN(Cc2ccccc2)CC1	2%	1%	11	-2%	4%	-9%	-2%	14	-5	6

Looked up above:
In A-T KAP1 phos, `N/C(=N\OC(=O)c1ccc(Br)cc1)c1cccc([N+](=O)[O-])c1` is entered as 1%
In ELG1 repair inh, `NC(=O)CC(NC(=O)c1ccc(Br)cc1)c1ccc(N2CCCCCCC2)c([N+](=O)[O-])c1` (configuration not stated) is entered as -16%

Gathered by group: the entries above containing an aryl thioether with sulfur outside any ring.
SMILES	ELG1 repair inh	USP2a inh	KCNH2 3.1 block	A-T KAP1 phos	Mito fusion act	Eya2 phos inh	TCR activator	TRPV1 ag	hERG WT inh	TSHR antag
CCn1c(SCC(=O)Nc2ccc3c(c2)n(C)c(=O)n3C)nnc1-c1ccncc1	-6%	-1%	nt	0%	-5%	-27%	2%	?	5	10
CCCc1nc(SCC(=O)c2ccc(OC)cc2)c2ccccc2n1	?	5%	-10	30%	?	-5%	-3%	14	-2	-28

(cont.)
SMILES	ELG1 repair inh	USP2a inh	KCNH2 3.1 block	A-T KAP1 phos	Mito fusion act	Eya2 phos inh	TCR activator	TRPV1 ag	hERG WT inh	TSHR antag
Cc1c(/C=N/n2cnnc2)c2ccccc2n1CCOc1ccc(Cl)cc1	?	4%	-12	-3%	3%	15%	-2%	-3	11	-4
CC1CCCCN1C(=O)C12CCC(C)(C(=O)C1)C2(C)C (configuration not stated)	2%	1%	-14	-6%	0%	-2%	0%	4	-3	7
COC(=O)C1=C(C)NC2=C(C(=O)CCC2)C1c1cn(Cc2ccc(Br)cc2)nc1-c1ccccc1 (configuration not stated)	-11%	1%	10	3%	1%	-19%	3%	-11	-2	16
COC(=O)c1csc2c(C(F)(F)F)cc(N3CCN(C(=O)Nc4ccccc4)CC3)nc12	17%	-1%	2	5%	-2%	10%	4%	?	-3	5
Cc1ccccc1-c1nnc(SCC(=O)Nc2cccc(C)c2C)o1	5%	-2%	20	0%	-2%	-6%	3%	-3	-13	-8
Cc1ccccc1Nc1nc(N)nc(CN(C)c2ccccc2)n1	?	-2%	2	-3%	7%	-2%	-3%	0	5	1
O=C(c1cc(COc2c(F)cccc2F)on1)N1CCSCC1	?	2%	16	6%	1%	7%	-4%	?	-4	-2
N#Cc1ccc(Oc2ccc(S(=O)(=O)N3CCCC3)cn2)cc1	2%	0%	-13	-7%	1%	-17%	-2%	0	-7	-7
Cc1cc(NC(=O)CSc2nc3ccccc3[nH]2)n(-c2ccccc2)n1	?	2%	-16	-3%	1%	10%	4%	-6	-9	-2
NC(=O)C1CCN(C(=O)OCc2ccccc2)CC1	?	2%	-1	12%	-2%	-6%	8%	0	-7	-5
Cc1sc(NC(=O)c2cccc(N3C(=O)CCC3=O)c2)nc1-c1ccccc1	2%	2%	19	0%	7%	-26%	-5%	1	-7	-2
Cn1cnnc1SCC(=O)NNC(=O)COc1ccc(Br)cc1	12%	3%	-3	3%	22%	7%	-1%	0	-6	12
COc1cc(/C=N/S(=O)(=O)c2ccccc2)cc(OC)c1O	5%	1%	18	-5%	0%	11%	-5%	1	-16	5
O=C(COC(=O)CSc1ccc2ccccc2c1)NC1CCCC1	28%	2%	-23	1%	-2%	0%	-8%[46.1 µM]	7	-8	3
CC(C)N(Cc1ccccc1)C(=S)Nc1ccccc1F	0%	1%	22	-2%	-4%	1%	3%	nt	0	11
CCn1ncc(C2=NOC(C(=O)NCc3ccccc3)C2)c1C (configuration not stated)	?	-2%	10	-5%	8%	3%	nt	0	-6	16

Rewritten with each value named: entries from further up.
COc1ccc(OC)c(N=Cc2c(O)c3ccccc3oc2=O)c1
- ELG1 repair inh = 2%
- USP2a inh = -1%
- KCNH2 3.1 block = -2
- A-T KAP1 phos = -1%
- Mito fusion act = 0%
- Eya2 phos inh = -10%
- TCR activator = nt
- TRPV1 ag = 5
- hERG WT inh = 7
- TSHR antag = -3
CCCc1nc(SCC(=O)c2ccc(OC)cc2)c2ccccc2n1
- ELG1 repair inh = ?
- USP2a inh = 5%
- KCNH2 3.1 block = -10
- A-T KAP1 phos = 30%
- Mito fusion act = ?
- Eya2 phos inh = -5%
- TCR activator = -3%
- TRPV1 ag = 14
- hERG WT inh = -2
- TSHR antag = -28
